HCMV inh: inhibitors of human cytomegalovirus; HFF cells, HCMV-luciferase reporter, 72 h; active compounds read low; activity change, negative = inhibition, % at 57.5 µM; 410,000 tested, 4.5% active; in the data active = activity change below about -60%; inconclusive = no clear call, values can overlap the other calls; inactive = above about -39%
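Human foreskin fibroblasts infected with luciferase-reporter HCMV at MOI 1 PFU/cell, compounds at two doses. Luciferase measured 72 h post infection; normalized to buffer-only basal and Salinomycin (10uM) controls.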
Tb PYK inh: blocks Trypanosoma brucei pyruvate kinase; TbPYK enzyme, Kinase-Glo Plus ATP luminescence, 45 min; 410,000 tested, 0.12% active; Potency, µM (top dose mostly 76.8 µM), for inactives: top-dose activity, negative = inhibition, actives largely listed as inhibitors; Q57TT1; also: potency is read from the fitted curve at half-maximal effect; nearly all actives have a fitted effect of over 50% in size
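Screened from lowest to highest concentration, compounds were pinned into TbPYK/substrate mixtures, and ADP (130 uM final) was added. Plates sat at room temperature for 45 min prior to Kinase-Glo Plus detection by luminescence.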
AmpC inh detg: blocks E. coli AmpC beta-lactamase in detergent assay; P00811; AmpC hydrolysis of nitrocefin, absorbance 480 nm, 0.01% Triton; Potency, µM (top dose mostly 114 µM), for inactives: top-dose activity change, negative = inhibition, hits mostly inhibitors; 370,000 tested, 0.041% active;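 also: potency is read from the fitted curve at half-maximal effect; 0% = no-compound wells and -100% = no-enzyme wells; nearly all actives have a fitted effect of over 25% in size; some results filed as inactive show a strong effect at the top dose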
Target sequence (P00811 whole entry, looked up): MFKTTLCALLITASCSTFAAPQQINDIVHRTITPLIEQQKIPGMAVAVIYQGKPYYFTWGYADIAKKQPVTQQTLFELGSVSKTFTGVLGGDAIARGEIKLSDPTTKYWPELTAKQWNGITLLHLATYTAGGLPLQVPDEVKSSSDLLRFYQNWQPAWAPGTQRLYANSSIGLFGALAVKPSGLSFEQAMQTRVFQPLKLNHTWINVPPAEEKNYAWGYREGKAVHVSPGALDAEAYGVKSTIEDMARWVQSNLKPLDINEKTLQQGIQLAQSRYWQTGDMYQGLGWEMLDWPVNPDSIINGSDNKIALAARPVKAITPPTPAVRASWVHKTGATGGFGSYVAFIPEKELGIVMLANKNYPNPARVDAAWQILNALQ
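20 mM phosphate pH 7.0 + 0.01% (detergent screen) or 0.0001% Triton X-100; 5.3 nM AmpC reagent; cpd preinc 15 min RT; nitrocefin (800 uM stock) to start; A480 q20 s × 4 min; Activity was normalised to no-enzyme and no-compound control wells.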
AMA1-RON2 inh: inhibitors of Plasmodium falciparum AMA1-RON2 interaction; Potency, µM (titrated, usually from 58.2 µM), without a hit: at the highest dose activity change, negative = inhibition, actives largely listed as inhibitors; 360,000 tested, 0.2% active; AID 720542; AlphaScreen AMA1-biotinylated RON2 peptide binding;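 also: potency is read from the fitted curve at half-maximal effect; 0% = vehicle wells and -100% = peptide control; nearly all actives have a fitted effect of over 45% in size; some results filed as inactive show a strong effect at the top dose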
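AMA1 (3D7) with his tag at 25 nM final met compounds first, then biotinylated RON2 peptide at 25 nM; detection used donor plus acceptor beads, 10 µg/mL apiece, read by AlphaScreen after 30 min at room temperature.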
Sm TGR inh: blocks Schistosoma mansoni thioredoxin glutathione reductase; AID 485364; 360,000 tested, 3% active; purified TGR, DTNB reduction, TNB absorbance 405 nm; Potency, µM (top dose mostly 114 µM), for inactives: at the highest dose activity change, negative = inhibition, usual class: inhibitors; also: potency is read from the fitted curve at half-maximal effect; nearly all actives have a fitted effect of over 60% in size
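First, TGR (20 nM dispensed) and NADPH were mixed with compound. Second, a 15 min room-temperature incubation followed. Third, further NADPH and then DTNB were added to start the reaction. Finally, TNB absorbance was monitored kinetically.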
LmPK inh: blocks Leishmania mexicana pyruvate kinase activity; Q27686; purified LmPK, Kinase-Glo ATP luminescence, 1 h; Potency, µM (series often up to 57.5 µM), inactives show at the highest dose activity change, negative = inhibition, actives largely listed as inhibitors; 290,000 tested, 0.37% active; also: potency is read from the fitted curve at half-maximal effect
Target sequence (Q27686 whole entry, looked up): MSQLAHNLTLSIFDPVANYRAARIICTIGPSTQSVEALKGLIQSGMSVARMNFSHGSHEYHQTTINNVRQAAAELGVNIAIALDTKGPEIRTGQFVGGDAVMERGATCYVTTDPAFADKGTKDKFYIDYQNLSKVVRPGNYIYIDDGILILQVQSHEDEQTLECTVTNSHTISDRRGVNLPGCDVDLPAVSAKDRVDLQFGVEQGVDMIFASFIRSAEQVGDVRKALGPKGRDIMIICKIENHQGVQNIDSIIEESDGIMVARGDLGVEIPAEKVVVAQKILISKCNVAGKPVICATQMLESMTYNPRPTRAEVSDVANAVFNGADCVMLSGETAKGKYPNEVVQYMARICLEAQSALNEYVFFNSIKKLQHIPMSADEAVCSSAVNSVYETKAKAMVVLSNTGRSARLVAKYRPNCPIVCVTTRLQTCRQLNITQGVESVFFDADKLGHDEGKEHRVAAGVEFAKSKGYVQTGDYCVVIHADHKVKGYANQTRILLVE
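ATP generated from ADP (0.1 mM) and PEP (0.5 mM) by 0.1 nM LmPK over 1 h at room temperature (pH 7.2 imidazole buffer) was detected by coupled luciferase luminescence. Values were normalized to uninhibited and no-enzyme wells.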
AmpC no deterg: blocks E. coli AmpC beta-lactamase in detergent-free assay; P00811; AmpC nitrocefin hydrolysis, absorbance 480 nm, 0.0001% Triton; Potency, µM (titrated, usually from 57.1 µM), for inactives: top-dose activity change, negative = inhibition, actives largely listed as inhibitors; 330,000 tested, 0.52% active; AID 485341;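 also: potency is read from the fitted curve at half-maximal effect; plate controls were no compound for no effect and no enzyme for full effect; nearly all actives have a fitted effect of over 20% in size; some results filed as inactive show a strong effect at the top dose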
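AmpC (5.3 nM in the dispensed reagent) in 20 mM phosphate pH 7.0 with 0.01% (detergent screen) or 0.0001% Triton X-100 was preincubated with compounds for 15 min at room temperature. Nitrocefin was then added from an 800 uM solution, and hydrolysis was followed at 480 nm.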
* = called active by the depositor; u = inconclusive; x = not tested or not shown; [ ] = remark or other dose. Unless noted, calls follow the shape of the dose curve; as a rule, active = well fitted curve in the direction sought with a large enough effect; inconclusive = small, poorly fitted or top-dose-only effect, or another doubt; inactive = no such curve, though single readings can be large; an effect the other way counts as inactive or inconclusive. Unless noted, % is scaled to controls: 0 for no effect and ±100 for the full control effect.

SMILES	HCMV inh	Tb PYK inh	AmpC inh detg	AMA1-RON2 inh	Sm TGR inh	LmPK inh	AmpC no deterg
CCN(CC)S(=O)(=O)c1ccc(NC(=O)COC(=O)c2ccc(Br)o2)cc1	22	3%	-9%	-6%	-1%	7%	-29%
N#Cc1cc2c(nc1SC1CCCCC1O)CCCC2 (stereo not given)	-15	2%	-3%	-6%	9%	-1%	-18%
c1ccc(-c2nc3nc4ccccc4nc3n2Cc2ccco2)cc1	66	3%	-14%	-14%	10µM*	-7%	20%
Cc1cc(C)c2c(=O)cc(C(=O)Nc3c(C)n(C)n(-c4ccccc4)c3=O)oc2c1	16	-2%	9%	x	20%	x	x
Cc1cc(SCNC(=O)c2ccccc2)nc(C(C)C)n1	-19	7%	0%	66%[activator]	11µM*	15%	-20%
CCCN(C(=O)c1ccc(N2CCCC2=O)cc1)c1c(N)n(Cc2ccccc2)c(=O)[nH]c1=O	-1	-1%	-5%	0%	3%	x	0%
CCOC(=O)C1=C(C)Nc2ccccc2N=C1NC(=O)c1ccc(Cl)c(S(=O)(=O)N2CCCC2)c1	41	1%	7%	1%	10%	2%	-13%
O=[N+]([O-])c1ccc(N2CCN(S(=O)(=O)c3ccc4ccccc4c3)CC2)cc1NCC1CCCO1 (stereo not given)	-40	4%	u	4%	-11%	7%	-17%
COc1cc(CN2C[C@@H](CO)O[C@@H](n3cnc4c(NC5CC5)ncnc43)C2)cc(OC)c1OC	0	6%	x	-4%	x	x	x
Cn1c(C(=O)NCc2ccc(F)cc2)cc2c(=O)n(C)c3ccccc3c21	-2	2%	17%	x	-2%	x	x
O=C(Cn1cnc2ccccc21)OCC(=O)N1CCc2ccccc2C1	1	-1%	-9%	-13%	-25%	-2%	-3%
Cc1csc(SCC(=O)Nc2ccc(C)c(F)c2)n1	0	0%	-3%	4%	1%	x	-19%
Cc1ccc(S(=O)(=O)N2CCN(c3nc(CN4CCCC4)nc4sc(C)c(C)c34)CC2)cc1	0	1%	-1%	-1%	3%	x	163%[activator]
CCOc1ccc(Nc2oc(/C=C/c3ccc(OC)c(OC)c3)nc2C#N)cc1	u	-5%	-1%	x	-2%	x	x
COc1ccc(CCNc2ncnc3c2cnn3-c2ccc(C)cc2)cc1	-8	5%	9%	x	0%	x	x
COc1ccc(-c2cc(-c3nnc(COC(=O)C4CC4C)o3)c3ccccc3n2)cc1OC (stereo not given)	25	-10%	-9%	33%[activator]	-4%	0%	87%[activator]
CCCS(=O)(=O)c1c(Nc2ccccc2C)sc(C(=O)c2ccccc2)c1N	17	1%	-1%	x	-29%	x	x
Cc1cc(/C=N/NC(=O)COc2cccc3cccnc23)c(C)n1-c1ccc(O)cc1	-12	1%	-14%	3%	-21%	-2%	-22%
CCCN(CCC)C(=O)Nc1ccc(F)cc1F	-21	1%	-3%	0%	5%	7%	0%
O=S(=O)(c1ccccc1)c1nc(-c2ccccc2F)oc1NCc1cccnc1	37	-2%	5%	-17%	0%	0%	2%
CCCCNC(=O)c1cc(-c2cccnc2)nc2ccc(S(=O)(=O)NCCCC)cc12	u	0%	2%	x	12%	x	x
O=C(CSc1ccccn1)N1CCN(c2ccccc2)CC1	38	-20%	-3%	-4%	-17%	0%	-6%
O=C(CC1CCCCC1)N1CCN(c2ccccn2)CC1	25	4%	-8%	-9%	1%	-1%	-7%
CCOc1ccc(-n2c(-c3ccc(Br)cc3)cc3c2CC(C)(C)CC3=O)cc1	-21	0%	22%	x	-3%	x	x

Compound profiles (already shown). Screens in order: HCMV inh, Tb PYK inh, AmpC inh detg, AMA1-RON2 inh, Sm TGR inh, LmPK inh, AmpC no deterg
Shown for `Cc1cc(/C=N/NC(=O)COc2cccc3cccnc23)c(C)n1-c1ccc(O)cc1` = -12, 1%, -14%, 3%, -21%, -2%, -22%
Shown for `COc1ccc(CCNc2ncnc3c2cnn3-c2ccc(C)cc2)cc1` = -8, 5%, 9%, x, 0%, x, x
Shown for `Cc1ccc(S(=O)(=O)N2CCN(c3nc(CN4CCCC4)nc4sc(C)c(C)c34)CC2)cc1` = 0, 1%, -1%, -1%, 3%, x, 163%[activator]

The listing picks up; the 2 compounds before the break are reprinted first.
SMILES	HCMV inh	Tb PYK inh	AmpC inh detg	AMA1-RON2 inh	Sm TGR inh	LmPK inh	AmpC no deterg
O=C(CC1CCCCC1)N1CCN(c2ccccn2)CC1	25	4%	-8%	-9%	1%	-1%	-7%
CCOc1ccc(-n2c(-c3ccc(Br)cc3)cc3c2CC(C)(C)CC3=O)cc1	-21	0%	22%	x	-3%	x	x
O=C(c1cccc(C(F)(F)F)c1)C1CCCN(C(=O)CCCN2CCCC2=O)C1 (stereo not given)	-25	5%	1%	-3%	0%	3%	48%
CCOc1ccc(N(CC(=O)NCCSCc2ccc(Cl)cc2)S(C)(=O)=O)cc1	u	-2%	u	-11%	1%	1%	88%[activator]
CC1C(=O)N(Cc2cn(CC3CCCCC3)nn2)CCS(=O)(=O)N1Cc1ccc(-c2ccc(F)nc2)cc1 (stereo not given)	-5	4%	x	6%	x	x	x
CCOc1ccc(C(=O)Cc2ccccc2)cc1	22	-3%	x	27%	x	x	x
COCCNCCCOc1ccc(C)cc1Br	7	2%	-10%	16%	3%	-6%	20%
CC1=C(C(=O)Nc2ccc(C)cc2C)C(c2cc(Br)ccc2F)n2ncc(C(=O)Nc3ccc(C)cc3)c2N1 (stereo not given)	u	-3%	-8%	x	8%	x	x
CCOC(=O)c1cc(CC)sc1/N=C/C1=C(O)CCCC1=O	13	14%	-12%	16%	-17%	-1%	21%
Cc1cccc(C)c1OCCNC(=O)CCC(=O)c1ccccc1	66	-5%	u	-17%	-16%	-3%	19%
CCOC(=O)C1=CN(Cc2ccco2)S(=O)(=O)N(C)C1c1cccc(OC)c1 (stereo not given)	-20	-6%	x	17%	x	x	-18%
FC(F)C(F)(F)C1=CC(c2cccs2)=NCCN1	15	-1%	u	15%	u	-5%	-7%
CC(=O)N1CCc2cc(S(=O)(=O)NC(C(=O)NC3CCCc4ccccc43)C(C)C)ccc21 (stereo not given)	-10	1%	6%	5%	-3%	-5%	0%
Cc1ccc(S(=O)(=O)N2CCCCC2)cc1C(=O)N(C)CC(=O)Nc1cccc(F)c1	-20	-4%	u	-7%	8%	x	20%
Cn1c(SCc2ccccc2Cl)nc(=O)c2c1NC(=O)CC2c1cc(F)ccc1F (stereo not given)	3	-10%	-1%	x	1%	x	x
O=C1CCC(=O)N1c1ccc(CSc2nc3ccccc3[nH]2)cc1	19	-6%	-15%	0%	-8%	-2%	-18%
COc1cc(/C=C2/SC(=O)N(CC(=O)N3CCCC3)C2=O)ccc1Oc1ccc([N+](=O)[O-])cn1	u	2%	-3%	-6%	0%	5%	-13%
COc1cccc(NC(=O)CN(C)C(=O)c2ccccc2CCc2ccccc2)c1	26	1%	-7%	-3%	-6%	0%	-15%
CN(C)CCOc1nc(-c2ccccc2)nc2c1oc1ccccc12	-77*	7%	-5%	2%	-4%	-11%	9%
Cc1cnc(NC(=O)CSc2nc3ccccc3s2)s1	24	5%	-4%	11%	-25%	4%	-31%
CCN(CC)CCCNC(=O)C1CCC(CNS(=O)(=O)c2ccc(Cl)cc2)CC1 (stereo not given)	u	-2%	-2%	-6%	-2%	6%	28%
CN(C)CCCNC(=O)c1ccc(CN(c2ccccc2)S(C)(=O)=O)cc1	1	-6%	-12%	-20%	-2%	-2%	-11%
Cc1c2cnn(-c3ccccc3)c(=O)c2c(C)n1CCCC(=O)N1CCN(C2CCCCC2)CC1	u	-17%	-9%	-5%	u	1%	82%[activator]
CC1(C(=O)Nc2ccc(Cl)c(Cl)c2)CCN1Cc1ccccc1OC(F)F (stereo not given)	122	5%	x	27%	x	x	x
O=C(NCC1CCCO1)c1ccccc1-c1nc(-c2ccc(Cl)cc2)no1 (stereo not given)	28	-5%	2%	-5%	-3%	0%	69%[activator]
Cc1cccc(/C=C2/S/C(=N/N=C3\CC4CCC3(C)C4(C)C)NC2=O)c1 (stereo not given)	-7	3%	0%	-12%	4%	2%	-45%

Some entries already given, reduced to LmPK inh, AMA1-RON2 inh and AmpC inh detg.
smiles	LmPK inh	AMA1-RON2 inh	AmpC inh detg
CCN(CC)CCCNC(=O)C1CCC(CNS(=O)(=O)c2ccc(Cl)cc2)CC1 (stereo not given)	6%	-6%	-2%
CN(C)CCCNC(=O)c1ccc(CN(c2ccccc2)S(C)(=O)=O)cc1	-2%	-20%	-12%
Cn1c(SCc2ccccc2Cl)nc(=O)c2c1NC(=O)CC2c1cc(F)ccc1F (stereo not given)	x	x	-1%

Next part:
SMILES	HCMV inh	Tb PYK inh	AmpC inh detg	AMA1-RON2 inh	Sm TGR inh	LmPK inh	AmpC no deterg
Clc1ccc(-c2nsc(N3CCOCC3)n2)c(Cl)c1	177	-5%	4%	15%	0%	-7%	-21%
CCC1(C(=O)c2ccccc2)C(c2ccc([N+](=O)[O-])cc2)C1(C(=O)OC)C(=O)OC (stereo not given)	-34	-2%	u	3%	-1%	21%	-5%
Cc1ccc(C(=O)O)cc1NC(=O)C1CCCN1S(=O)(=O)c1cccc2nsnc12 (stereo not given)	9	1%	6%	-5%	2%	4%	18%
CSc1nc(Sc2ccc(Cl)cc2)c2ccccc2n1	-20	0%	-3%	24%	-27%	4%	-13%
O=S(=O)(O)C(=Cc1ccccc1)c1ccccc1 (tested in a mixture with another compound)	-15	-1%	x	23%	x	x	x
O=C(Cn1nc(Cc2cccnc2)c2ccccc2c1=O)N1CCC2(CC1)OCCO2	20	-2%	3%	-8%	-3%	-5%	-12%
COc1ccc(C(O)P(=O)(OC(C)C)c2ccc(N(C)C)cc2)c(OC)c1 (stereo not given)	-32	1%	-16%	-7%	-6%	8%	28%
CC(C)(C)OC(=O)C[C@H]1C/C=C\C[C@H](CC(=O)NCCO)C(=O)NC[C@@H](c2ccccc2)OC1=O	-8	2%	x	0%	x	x	76%[activator]
Cc1ccc(C)c(S(=O)(=O)N/N=C/c2ccc(N3CCOCC3)cc2)c1	0	-7%	5%	-3%	-24%	6%	-45%
COc1ccc(C/C(N)=N/OC(=O)c2ccco2)cc1OC	19	2%	1%	-6%	3%	-5%	-7%
CCOC(=O)c1c(C)oc2c1c(C=NCCO)c(O)c1ccccc12	9	-5%	0%	77%[activator]	40µM*	-6%	244%[activator]
CN(C)CCN1CCN(C2CN(Cc3cn(Cc4ccccc4)nn3)S(=O)(=O)C2)CC1 (stereo not given)	-22	-2%	x	4%	x	x	x
COCc1ccc(CN2CCC(CO)(CC3CCCCO3)CC2)o1 (stereo not given)	u	-11%	3%	23%	-25%	-1%	-3%
CCOC(=O)c1noc2nc(C)n(Cc3cccc([N+](=O)[O-])c3)c(=O)c12	-22	6%	-1%	x	22%	x	x
